APJ antag = blocks the human apelin receptor APJ; 0.32% of 330,000 active; inhibition, % at 20 µM; P35414; CHO-K1 APJ beta-arrestin complementation, luminescence; AID 2521;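 active means inhibition above about 40% at 20 µM, limit read from the data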;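 further: cells challenged with 10 nM apelin-13 agonist together with compound; plate controls were apelin-13 plus DMSO wells for no effect and DMSO wells lacking apelin-13 for full effect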
CCR6 antag = CCR6 (human) receptor antagonism. inhibition, % at 20 µM. 0.49% of 340,000 active. AID 493098. CHO-K1 CCR6 PathHunter beta-arrestin, luminescence, CCL20-stimulated. P51684;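 active means compounds whose inhibition of the agonist-driven luminescence signal at 20 µM reaches about 50%, limit read from the data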;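 further: cells stimulated with CCL20 at 14 nM final; plate controls were DMSO with CCL20 for no effect and DMSO without agonist for full effect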
UPR XBP1 act = adaptive UPR (XBP1) activation. activation, % at 20 µM. 0.33% of 330,000 active. CHO-XBP1 luciferase reporter, IRE1-XBP1 UPR activation, luminescence; percent of tunicamycin response, DMSO as zero;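 active means versus positive control, 20 µM dose yields 30% or more activation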;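 further: 100% = tunicamycin at 10 µg/mL and 0% = DMSO only wells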
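incubation = overnight seeding at 37 °C, 6 h compound treatment at 37 °C | assay system = CHO-XBP1 cells stably carrying IRE1-XBP1-driven luciferase reporter | input = 1000 cells per well | detection = luciferase luminescence | dosing = single point, 20 µM final compound, 1% DMSO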
CHOP UPR activ = activators of apoptotic arm of unfolded protein response (CHOP). AID 449763. CHO-CHOP luciferase reporter, UPR activation, luminescence; percent of tunicamycin response over DMSO baseline. activation, % at 10 µM. 0.34% of 330,000 active;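 active means at 10 µM dose, activation of 40% or more, normalized to positive control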;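 further: 100% = tunicamycin at 10 µg/mL and 0% = DMSO alone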
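Assay system: CHO cells with stable CHOP pathway luciferase reporter; Buffer or medium: F12 plus 10% serum; Times: 16-18 h cell attachment, then 6 h compound exposure, 37 °C; Signal: luciferase luminescence; Read-out basis: percent activation relative to tunicamycin control; Control set: tunicamycin high control, DMSO low control.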
CXCR6 inh = CXCR6 (human) receptor inhibition. O00574. CHO-K1 PathHunter CXCR6 beta-arrestin, luminescence. inhibition, % at 20 µM. 0.36% of 360,000 active; in the data active means inhibition above about 34%, passing the limit was not always enough;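 further: antagonist mode with CXCL16 agonist at 10 nM final; 0% = 10 nM CXCL16 with DMSO and 100% = unstimulated wells without agonist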
tim23-1 inh = inhibits growth of tim23-1 mutant yeast | 1.3% of 330,000 active | AID 463212 | inhibition, % at 20 µM | S. cerevisiae tim23-1 growth, BacTiter-Glo luminescence, 24 h;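 active means growth inhibition of the mutant yeast at or above 50%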;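 further: temperature-sensitive mutant grown at 25 °C; plate controls were DMSO-treated mutant yeast for no effect and medium wells lacking yeast for full effect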
Mdm2 MdmX PPI = human Mdm2/MdmX binding inhibition | AID 485346 | 3% of 330,000 active | inhibition, % at 8 µM | SaOS-2 split-luciferase Mdm2/MdmX complementation, luminescence;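 active means inhibition of at least 50% at 8 µM in the primary screen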
Target sequence (O15151 whole entry, looked up): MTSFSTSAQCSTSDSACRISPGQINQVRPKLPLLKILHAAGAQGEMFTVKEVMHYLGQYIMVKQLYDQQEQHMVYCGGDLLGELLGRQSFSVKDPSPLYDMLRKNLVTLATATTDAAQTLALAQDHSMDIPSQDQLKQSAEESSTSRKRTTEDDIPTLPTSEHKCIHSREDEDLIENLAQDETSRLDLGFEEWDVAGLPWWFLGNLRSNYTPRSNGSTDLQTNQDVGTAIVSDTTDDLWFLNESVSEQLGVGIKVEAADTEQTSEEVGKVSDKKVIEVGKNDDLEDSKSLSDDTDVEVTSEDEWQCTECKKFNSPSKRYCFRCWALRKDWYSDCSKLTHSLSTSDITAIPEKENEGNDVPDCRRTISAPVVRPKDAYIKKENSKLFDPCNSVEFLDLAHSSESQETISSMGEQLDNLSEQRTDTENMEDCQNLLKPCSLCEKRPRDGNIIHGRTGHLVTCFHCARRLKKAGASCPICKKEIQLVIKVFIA
Target sequence (Q00987 whole entry, looked up): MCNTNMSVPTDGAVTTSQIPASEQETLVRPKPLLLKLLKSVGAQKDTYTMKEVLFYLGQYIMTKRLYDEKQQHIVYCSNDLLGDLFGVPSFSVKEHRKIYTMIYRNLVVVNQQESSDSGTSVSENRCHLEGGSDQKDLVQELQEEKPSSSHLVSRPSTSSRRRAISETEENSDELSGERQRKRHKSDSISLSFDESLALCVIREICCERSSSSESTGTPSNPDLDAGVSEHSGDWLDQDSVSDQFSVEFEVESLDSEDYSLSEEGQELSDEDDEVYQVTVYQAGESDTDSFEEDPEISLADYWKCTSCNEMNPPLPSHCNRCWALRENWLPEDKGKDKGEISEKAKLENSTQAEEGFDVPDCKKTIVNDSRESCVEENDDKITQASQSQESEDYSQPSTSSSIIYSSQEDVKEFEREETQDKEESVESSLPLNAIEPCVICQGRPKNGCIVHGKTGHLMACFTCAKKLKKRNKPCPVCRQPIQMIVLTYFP
APJ agonist = agonists of human APJ apelin receptor; CHO-K1 APJ PathHunter beta-arrestin, luminescence; 0% DMSO wells, 100% apelin; activation, % at 20 µM; P35414; 0.11% of 330,000 active; AID 2520;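 active means activation more than six SD over the plate average, tested at 20 µM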;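 further: 0% = DMSO alone and 100% = apelin-13 at 10 nM; some results filed as inactive read as strong as hits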
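Material: CHO-K1 APJ beta-arrestin complementation cell line; Input: cell density 1000 per well; Incubation: compound stimulation 90 min at 25 °C, detection 60 min; Signal: luminescence from split beta-galactosidase complementation, Galacton Star/Emerald II substrate; Controls: DMSO-only wells as negative, 10 nM Apelin-13 as positive control.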
EBI2 antag = antagonists of human EBI2 receptor | 0.81% of 360,000 active | P32249 | inhibition, % at 5 µM | EBI2 beta-arrestin recruitment, luminescence, 7a,25-OHC stimulated | AID 651636; in the data active means inhibition above about 38%;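 further: enzyme fragment complementation signal reports receptor beta-arrestin coupling in cells; 0% = agonist plus DMSO wells and 100% = wells without agonist; some results beyond the cut were filed as inactive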
* = called active by the depositor. These rows are one share of the data, so the mix of outcomes need not match the whole.

SMILES | APJ antag | CCR6 antag | UPR XBP1 act | CHOP UPR activ | CXCR6 inh | tim23-1 inh | Mdm2 MdmX PPI | APJ agonist | EBI2 antag
Cc1cc(C)nc(SC(C(=O)O)c2ccccc2)n1 (configuration not stated) | -24 | 2 | -1 | 1.7 | 0 | 6 | -15 | -1 | 0
COc1cccc(/C=C2\SC(=S)N(N3C(=O)CCCC3=O)C2=O)c1 | -1 | -1 | 0 | 0.6 | -2 | -42 | 17 | -4 | 1
Cc1ccc([C@H]2C(C(=O)O)=C[C@@H](CC3CCCC3)N2S(=O)(=O)c2ccc(C)cc2)cc1 | 9 | -10 | -1 | 0.2 | -2 | 27 | 7 | -3 | 4
Cc1cc(=O)[nH]c(N/N=C/c2cc(C)n(-c3ccccc3)c2C)n1 | 6 | 4 | -1 | -5.4 | 6 | 13 | -2 | -8 | -2
CCCCN1C(=O)C(=O)N(CC(=O)Nc2cc(S(=O)(=O)N(C)C)ccc2C)C1=O | 16 | 14 | -2 | 0.2 | -5 | 15 | -6 | -3 | -1
COc1ccc(N2CC(C(=O)Nc3ccc4c(c3)OCO4)CC2=O)cc1 (configuration not stated) | 0 | -16 | -2 | 1.6 | 0 | 9 | -4 | 4 | 13
CN(CCc1ccccn1)C(=O)CCNC(=O)Cn1cnc2ccccc2c1=O | 0 | -5 | -1 | -1.9 | -10 | -1 | 15 | -4 | -10
Cc1cc(Cl)ccc1OCC(=O)Nc1ccc2oc(=O)ccc2c1 | -2 | 12 | 1 | 1.6 | -17 | -6 | 26 | -3 | 12
CCCn1nnc2c(=O)oc3ccccc3c21 | -5 | -3 | -2 | 0.3 | 0 | 22 | -6 | -2 | -2
CC1CCN(c2c(NCc3ccc(C(=O)N4CCN(C5CCCCC5)CC4)cc3)c(=O)c2=O)CC1 | 15 | 0 | -4 | 0.8 | 4 | 0 | 15 | 0 | 2
CN(C)c1ccc(/C=N/N2CCN(Cc3ccccc3Cl)CC2)cc1 | 15 | 15 | -4 | 1.4 | -5 | 7 | 21 | -2 | 18
Cc1ccc(NC(=O)c2oc3ccccc3c2COC(C)C)cc1S(=O)(=O)N1CCOCC1 | -11 | 4 | 1 | 1.1 | 0 | 30 | 26 | 10 | 10
COc1cc(OC)cc(C(=O)N2CCN(c3ccccc3F)CC2)c1 | 11 | 0 | 0 | -1.3 | 0 | 27 | 23 | -1 | 0
CC1(c2nnc(-c3cccc(Cl)c3)o2)CC(c2ccc(F)cc2)=NO1 (configuration not stated) | 7 | 13 | 3 | 3.8 | 0 | 17 | 6 | -6 | -11
COc1ccc(CCNC(=O)c2cccc(S(=O)(=O)N3CCCC3)c2)cc1OC | 18 | 3 | 0 | -0.9 | 6 | 11 | 22 | -4 | 9
Clc1nc(N2CCOCC2)ncc1Br | 8 | -1 | -1 | 1.4 | 0 | 14 | -1 | 0 | 0
CCOc1ccc(CNC(=O)C(C)n2ccc3cc(S(=O)(=O)N4CCCC4)ccc32)cc1 (configuration not stated) | 5 | 19 | -5 | -1.3 | -9 | 8 | 17 | 5 | -7
COc1ccc(C(OC(=O)c2ccco2)C(=O)NC2CCCCC2)cc1 (configuration not stated) | 1 | 3 | -1 | 0.2 | 2 | 2 | -17 | 2 | -5
CCN1CCN(c2ccc(S(=O)(=O)N3CCOCC3)cc2NC(=O)CCC(C)C)CC1 | 3 | -4 | -3 | -0.4 | -2 | 7 | 10 | 9 | -8
CN1C(=O)C(CC(=O)Nc2ccc(F)cc2)N(CCCc2ccccc2)C1=S (configuration not stated) | -2 | -11 | -5 | 3.8 | 0 | 11 | 25 | -1 | 13
O=C(COc1ccc2ccccc2c1Br)N1CCN(c2ccccn2)CC1 | -4 | -6 | 1 | -0.3 | -2 | 22 | -7 | -3 | 52*
CC1CCCN(c2ccc(C(=O)NCc3ccco3)cc2[N+](=O)[O-])C1 (configuration not stated) | 7 | 34 | 4 | 2.1 | 3 | 39 | -9 | -2 | -3
O=C(Cn1nnc2ccccc2c1=O)N[C@@H](Cc1c[nH]c2ccccc12)C(=O)O | 10 | -4 | 2 | -2.0 | -6 | 2 | -12 | -3 | -2
CCOc1ccc2[nH]c(=O)c(CN(Cc3ccco3)Cc3nnnn3Cc3ccccc3)cc2c1 | 19 | 20 | 0 | 3.9 | 1 | 5 | 15 | -4 | -5
Cc1ccccc1NC(=O)NC1(C(=O)N2CCC(O)CC2)CCCCC1 | 9 | 15 | 1 | 2.6 | -4 | 22 | 17 | -3 | 5

Full records, quoted from the list. Order of values: APJ antag	CCR6 antag	UPR XBP1 act	CHOP UPR activ	CXCR6 inh	tim23-1 inh	Mdm2 MdmX PPI	APJ agonist	EBI2 antag
`CN(CCc1ccccn1)C(=O)CCNC(=O)Cn1cnc2ccccc2c1=O` as listed: 0	-5	-1	-1.9	-10	-1	15	-4	-10
`Cc1ccc([C@H]2C(C(=O)O)=C[C@@H](CC3CCCC3)N2S(=O)(=O)c2ccc(C)cc2)cc1` as listed: 9	-10	-1	0.2	-2	27	7	-3	4
`CC1CCCN(c2ccc(C(=O)NCc3ccco3)cc2[N+](=O)[O-])C1` (configuration not stated) as listed: 7	34	4	2.1	3	39	-9	-2	-3

(cont.)
SMILES | APJ antag | CCR6 antag | UPR XBP1 act | CHOP UPR activ | CXCR6 inh | tim23-1 inh | Mdm2 MdmX PPI | APJ agonist | EBI2 antag
CN1CCC(=NNc2ncnc3sc4c(c23)CCCC4)CC1 | 22 | 19 | -1 | -1.4 | 4 | 17 | 10 | -3 | 3
Cc1ccc(S(=O)(=O)c2c(C)cc(C)nc2Cl)cc1 | 11 | 0 | -3 | -0.6 | -4 | 22 | 4 | -1 | -12
O=C(N/N=C/c1cccc2ccccc12)c1n[nH]c2c1CCCC2 | -1 | 4 | 4 | 2.1 | -5 | 16 | 66* | -2 | 3
Oc1ccc(Cn2ccnc2)c2cccnc12 | -54 | 6 | -1 | -2.2 | -2 | 15 | 4 | -1 | -13
Cc1nn(-c2ccccc2)c(C)c1NC(=O)c1ccc(S(=O)(=O)N2CCCC2)cc1 | 12 | -1 | -5 | -2.2 | 7 | 10 | 4 | -2 | 1
Cc1noc(C)c1C(=O)N1CCCC(C(=O)c2cccc(C(F)(F)F)c2)C1 (configuration not stated) | 11 | 2 | -5 | -1.1 | 8 | 25 | 22 | 0 | -10
COc1ccccc1N(C(C)=O)C1SC(=O)N(c2ccccc2)C1=O (configuration not stated) | 10 | 6 | -1 | 0.2 | 7 | 21 | -19 | -5 | 8
O=C(COC(=O)C12CC3CC(CC(C3)C1)C2)Nc1ccc([N+](=O)[O-])cc1Br | 9 | 16 | 1 | -0.2 | -3 | -2 | 14 | -6 | 8
CCOc1cc(C(=O)N(CC)CC(=O)Nc2ccc3c(c2)OCCO3)ccc1OC | 3 | 1 | -1 | -1.5 | -6 | 7 | 28 | -4 | -6
N#Cc1nc(-c2ccc(OCc3ccccc3)cc2)oc1N1CCOCC1 | -25 | 5 | -1 | -0.8 | -4 | 10 | 6 | -2 | 7
CCOc1cc(C2C(C#N)=C(N)OC3CCCC(=O)C32)ccc1OCCN1CCOCC1 (configuration not stated) | 13 | -9 | -4 | -1.4 | 4 | 6 | 8 | -2 | 5
COc1ccc(CC(=O)OCC(=O)Nc2ccc(N3CCOCC3)cc2)cc1 | -8 | -2 | -1 | -0.3 | -11 | 0 | 8 | 1 | 1
Cc1cccc(NC(=O)Nc2ccc3c(c2)CCC3)c1 | 0 | 14 | 3 | 6.6 | -10 | 14 | 10 | -2 | 5
N/C(=N/O)c1nc(N2CCCC2)nc(N2CCCC2)n1 | -51 | 5 | 0 | -0.2 | 0 | -9 | 5 | -3 | -4
CCOc1ccc(CCNC(=O)C(C)N2C(=O)CC(C)(C)Sc3ccccc32)cc1 (configuration not stated) | 6 | 10 | -1 | -1.5 | -3 | 39 | 2 | -2 | -9
Cc1ccccc1-n1c(SCC(=O)N(C)C2CCS(=O)(=O)C2)nc2ccccc2c1=O (configuration not stated) | 18 | 0 | -2 | 0.0 | 3 | 3 | -9 | -2 | 4
O=C(O)C1CCCCC1C(=O)Nc1cccc(Br)c1 (configuration not stated) | -5 | -7 | -2 | -1.8 | 2 | 10 | -13 | 5 | -18
CCCCN(CC)C(=O)Cn1cnc2sc(C)c(S(=O)(=O)N3CCC(C)CC3)c2c1=O | -7 | 19 | -5 | -0.2 | -4 | 15 | -10 | -1 | 4
CN(C)c1nc(Oc2ccc(=O)n(-c3ccccc3)n2)nc(N2CCOCC2)n1 | 2 | -20 | -3 | -0.9 | -3 | -3 | 18 | 0 | 1
CCc1nc(SCC(=O)Nc2cc(C)on2)c2c(=O)n(C)c(=O)n(C)c2n1 | -2 | 8 | -1 | 0.2 | -2 | 17 | -8 | 3 | -2
COc1ccc(C)cc1S(=O)(=O)n1cnc(C)c1 | 8 | -3 | -3 | 1.1 | 1 | 17 | 19 | -1 | 0
COc1cc2c(cc1OC)CC(C(=O)NCc1ccccc1)NC2 (configuration not stated) | -6 | -8 | -2 | -0.5 | -6 | 11 | -33 | -1 | 2
COc1cc(CNCCc2ccc(S(N)(=O)=O)cc2)ccc1OCC(=O)NC1CCCCC1 | -4 | 20 | -2 | 0.5 | -14 | 3 | 23 | -3 | 2
N/C(=N\N=C\c1ccc2c(c1)OCO2)SC1CC(=O)N(c2ccc(C(=O)O)cc2)C1=O (configuration not stated) | 8 | 27 | -1 | -1.5 | -9 | -2 | 20 | -2 | -5
COC(=O)Cc1sc(-c2ccccn2)nc1-c1ccccc1 | -2 | -1 | 3 | -0.4 | 2 | 21 | -14 | -4 | 8

(further entries)
SMILES | APJ antag | CCR6 antag | UPR XBP1 act | CHOP UPR activ | CXCR6 inh | tim23-1 inh | Mdm2 MdmX PPI | APJ agonist | EBI2 antag
COC(=O)c1ccc(N(CC(=O)NC2CCCC2)C(=O)CNC(=O)c2ccco2)cc1 | 1 | 5 | 0 | -1.4 | -1 | 5 | -37 | 4 | -3
COc1ccc(OC)c(NC(=O)CCS(=O)(=O)c2cc3c(cc2C)NC(=O)CO3)c1 | 5 | -8 | -3 | -1.6 | -4 | 3 | 3 | -2 | 3
O=C(CCCN1C(=O)/C(=C\c2cccs2)SC1=S)Nc1cc([N+](=O)[O-])ccc1O | 21 | 42 | -3 | -0.5 | 19 | 3 | 29 | -14 | 5
CCN1C(=O)C2(C(C(=O)c3cc4ccccc4o3)=C(O)C(=O)N2CCCN2CCOCC2)c2ccccc21 (configuration not stated) | -4 | 2 | -3 | 1.9 | 0 | 14 | 17 | 0 | 0
CCOC(=O)C1=C(c2ccccc2)Nc2ncnn2C1c1ccc(C(=O)O)cc1 (configuration not stated) | 9 | 4 | -1 | 1.2 | -8 | 12 | -49 | 5 | 4
Cc1ccsc1/C=N/NC(=O)CN1CCN(Cc2ccccc2)CC1 | -7 | 3 | -2 | -1.8 | 2 | 10 | 5 | -2 | 5
COc1ccc(NC(=O)c2nnn(Cc3cccc(F)c3)c2N)c(OC)c1 | -10 | 4 | 8 | -1.8 | 0 | 2 | 29 | 1 | 4
